From PubChem
TIM10 inh: growth inhibitors of TIM10 yeast strain; S. cerevisiae TIM10 strain growth, BacTiter-Glo luminescence, 24 h; 330,000 tested, 1.4% active; inhibition, % at 10 µM;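 active = inhibition of 40% or more at the single tested concentration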;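 also: wild-type TIM10 isogenic control strain grown at permissive 25 °C; 0% = DMSO yeast wells and 100% = minimal medium wells without yeast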
mIAP inh: blocks mouse intestinal alkaline phosphatase; purified mouse IAP, CDP-Star luminescence, 30 min; inhibition, % at 10 µM; 330,000 tested, 0.2% active; AID 2806;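 active = inhibition of at least 40% at 10 µM in the primary screen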;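 also: plate controls were DMSO with enzyme for no effect and no enzyme wells for full effect; values of inactives mirror those of a sister screen read the other way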
NLRP3 yeast inh: inhibitors of NALP3 inflammasome in yeast. Yeast reconstituted NLRP3/ASC/caspase-1, beta-gal luminescence, 24 h. inhibition, % at 10 µM. 330,000 tested, 0.39% active. AID 2825;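 active = inhibition of 50% or more; inactive = inhibition below 50%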;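 also: plate controls were induced DMSO wells for no effect and uninduced yeast grown without galactose for full effect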
APOBEC3A inh: blocks human APOBEC3A ssDNA deamination. inhibition, % at 20 µM. recombinant A3A, FAM/TAMRA ssDNA deamination fluorescence. AID 493011. P31941. 330,000 tested, 0.41% active;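 active = at least 40% inhibition at 20 µM here, with at most 30% in a related deaminase screen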;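 also: plate controls were A3A with DMSO for no effect and wells lacking A3A enzyme for full effect; some results filed as inactive read as strong as hits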
Target sequence (P31941 whole entry, looked up): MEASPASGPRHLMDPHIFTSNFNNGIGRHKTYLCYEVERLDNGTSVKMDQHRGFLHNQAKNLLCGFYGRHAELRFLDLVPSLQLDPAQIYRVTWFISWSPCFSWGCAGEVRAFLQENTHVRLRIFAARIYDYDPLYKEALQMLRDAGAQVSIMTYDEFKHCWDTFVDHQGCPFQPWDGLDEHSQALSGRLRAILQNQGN
mIAP act: mouse IAP activation | muIAP, CDP-Star luminescence, 30 min; active compounds read high; 1 = vehicle-only enzyme signal, 0 = enzyme-free wells | activation factor at 10 µM | 330,000 tested, 0.24% active;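 active = activation factor of at least 2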; also: the source names both 10 and 20 µM as test concentration; values of inactives mirror those of a sister screen read the other way
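Assay system: mouse IAP enzyme; reagent: chemiluminescent substrate CDP-Star; dosing: test compounds delivered from DMSO solution; schedule: 30 min at room temperature; measured by: luminescence from enzymatic CDP-Star hydrolysis; controls: DMSO-only wells and no-enzyme negative control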
tim10-1 inh: tim10-1 yeast growth inhibition. S. cerevisiae tim10-1 ts strain growth, BacTiter-Glo, 24 h. inhibition, % at 20 µM. 330,000 tested, 2.2% active;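 active = inhibition of at least 40%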;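 also: mutant grown at 25 °C; 0% = DMSO wells with yeast and 100% = wells holding no yeast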
MIN6 prolif: MIN6 beta-cell proliferation induction; 330,000 tested, 0.29% active; proliferation, % at 10 µM; AID 2380; MIN6 cells proliferation, ATPlite luminescence, 48 h; cells starved in 0.2% serum; 100% = growth in 10% serum;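 active = compounds whose signal lies at least 3.5 SD above the mean of all wells on their plate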;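 also: 0% = DMSO-treated cells in low-serum medium and 100% = 10% serum control; some compounds called inactive have numbers as strong as hits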
hIAP inh: human IAP inhibition | purified IAP, CDP-Star luminescence, 30 min | inhibition, % at 10 µM | 330,000 tested, 0.12% active;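 active = inhibition reaching a set limit with compound at 10 µM in the primary screen, cut at about 35% in these data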;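 also: plate controls were DMSO wells with enzyme for no effect and no-enzyme buffer wells for full effect; values of inactives mirror those of a sister screen read the other way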
APOBEC3G inh: APOBEC3G (human) deaminase inhibition; Q9HC16; 330,000 tested, 0.28% active; inhibition, % at 20 µM; AID 493012; recombinant A3G, ssDNA deamination FAM/TAMRA fluorescence;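 active = inhibition of at least 40% at 20 µM, with no more than 30% in the related APOBEC3A deaminase screen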;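 also: plate controls were DMSO wells with A3G for no effect and wells lacking A3G enzyme for full effect; some compounds called inactive have numbers as strong as hits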
Target sequence (Q9HC16 whole entry, looked up): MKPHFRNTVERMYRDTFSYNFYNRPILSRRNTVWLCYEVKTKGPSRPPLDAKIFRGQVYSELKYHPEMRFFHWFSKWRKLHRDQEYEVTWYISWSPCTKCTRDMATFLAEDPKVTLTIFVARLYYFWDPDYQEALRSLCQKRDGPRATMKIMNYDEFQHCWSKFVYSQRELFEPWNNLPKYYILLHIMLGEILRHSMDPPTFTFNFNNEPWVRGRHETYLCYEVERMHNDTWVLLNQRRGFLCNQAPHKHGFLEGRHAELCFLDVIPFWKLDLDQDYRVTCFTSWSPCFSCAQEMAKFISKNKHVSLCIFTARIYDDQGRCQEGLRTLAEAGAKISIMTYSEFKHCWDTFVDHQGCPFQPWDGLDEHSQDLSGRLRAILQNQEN
Numbers without * were called inactive.

Structure	TIM10 inh	mIAP inh	NLRP3 yeast inh	APOBEC3A inh	mIAP act	tim10-1 inh	MIN6 prolif	hIAP inh	APOBEC3G inh
CC(C)n1cc(C(=O)N2CCCC(N3CCN(c4cccc(Cl)c4)CC3)C2)cn1 (stereo not given)	10	0	-3	-7	1	21	2	-38	-5
CCOC(=O)CNc1nc(Cl)nc(Nc2ccc(Cl)cc2)n1	-20	-10	-12	-4	1.1	-12	0	-5	-3
CCc1ccc2c(CN3CCc4ccccc43)cc(=O)oc2c1	35	2	15	-3	0.98	23	0	2	-3
c1ccc(-c2cn3c4c(sc3n2)CCCC4)cc1	34	-6	35	-6	1.1	24	-5	-16	-4
COc1ccc(/C=C(\NC(=O)c2ccc(Cl)cc2)C(=O)NCCCN2CCOCC2)cc1OC	-19	0	9	-2	1	2	-6	-12	-4
CCN(CC)CCCNC(=O)c1c(O)c2c([nH]c1=O)CCCC2	-4	-12	9	5	1.1	-10	-2	-15	4
CNc1c(NS(=O)(=O)c2ccc(Br)cc2)c(=O)oc2ccccc12	18	1	10	-2	0.99	-9	-2	7	-8
CC(C)(O)P(=O)(O)CCc1ccccc1	0	-4	8	-1	1	0	4	10	2
CC(C)C(=O)N1CCC(c2nc(-c3ccc(S(=O)(=O)N4CCN(C)CC4)cc3)no2)CC1	17	5	22	-3	0.95	-6	-3	-5	-7
CC1CCCCC12NC(=O)N(CC(=O)Nc1ccc(S(=O)(=O)N3CCOCC3)cc1)C2=O (stereo not given)	-2	3	1	0	0.97	5	-2	11	-9
COc1ccc(NC(=O)c2ccc3c(c2)C(=O)N(Cc2cccnc2)C3=O)c(OC)c1	-4	2	4	1	0.98	10	-2	-17	-4
CC(C)(C)N(Cc1ccccc1)C(=O)c1ccncc1	9	1	18	-6	0.99	11	-4	-11	-9
COc1ccc(C(=O)C2CCCN(C(=O)c3n[nH]c4c3CCCC4)C2)cc1OC (stereo not given)	2	-1	-1	2	1	35	1	-16	1
COc1cccc(C=NCCCN=Cc2cccc(OC)c2O)c1O	7	1	1	1	0.99	9	-1	-49	-4
Cc1ccc(-c2nc(NCc3ccco3)n(S(C)(=O)=O)n2)cc1	-4	1	15	-2	0.99	-14	7	-11	-7
CCCCn1c(SCC(=O)c2cc(OC)ccc2OC)nc2cc(S(N)(=O)=O)ccc21	1	-6	5	4	1.1	9	0.0*	8	0
CCOc1ccc(-c2nnc(-c3snc(-c4ccc(F)cc4)c3N=CN(C)C)o2)cc1	27	-5	18	3	1.1	11	-1	-3	2
Cc1nc2ccc(NC(=S)NC3CCCCC3)cc2nc1C	23	-3	15	0	1	30	2	-13	0
c1ccc(-c2ccn3nnnc3n2)cc1	-1	9	2	-2	0.91	15	0	0	-3
N#CC12CCCCC1CC1CCCCC1(C#N)N2Cc1cccnc1 (stereo not given)	8	-16	34	-1	1.2	27	-2	-2	0
COc1cc(=O)n(C)c2c(O)cccc12	-7	8	5	-3	0.92	-17	-4	6	-9
CC1(C)Cc2cccc(OCC(=O)NCCc3ccc(S(N)(=O)=O)cc3)c2O1	-1	-2	5	0	1	-15	1	2	-7
C[C@@H](NC(=O)OC(C)(C)C)C(=O)NCC1CCC(C(=O)N[C@@H](Cc2ccccc2)C(=O)O)CC1 (stereo not given in full)	-16	1	36	1	0.99	10	-5	-12	-3
CN(CC(=O)Nc1cccc(F)c1)C(=O)CSc1ccc(Br)cc1	4	-7	14	-2	1.1	15	2	1	-4
COc1ccc(Cl)cc1C(=O)CSc1nnnn1C1CCCCC1	17	27	18	0	0.73	36	-1	4	0
O=C(NCCCN1CCCC1=O)c1sc2ccccc2c1Cl	3	0	15	-4	1	8	-1	-16	-5
COc1cc(-c2nnc3sc(C4CCCCC4)nn23)cc(OC)c1OC	26	-4	-12	-2	1	28	2	-4	-3
CCOC(=O)/C=C/C(=O)OCC(=O)Nc1ccc(Cl)cc1Cl	30	1	-6	-3	0.99	47*	7	-2	-7
Cc1onc(-c2ccccc2)c1C(=O)N1CCN(S(=O)(=O)c2ccccc2Br)CC1	18	-1	30	1	1	16	1	-2	-9
CC(c1ccon1)N(C)Cc1cn[nH]c1-c1ccc(-c2ccccc2)cc1 (stereo not given)	30	-4	4	-3	1	25	0	14	-5
CC(C)c1csc(CN2CCC(CCC(=O)NCC3CCCO3)CC2)n1 (stereo not given)	-2	-2	1	0	1	11	-1	-2	-1
O=C(O)c1ccc(S(=O)(=O)NC2CCCCC2)cc1	-4	2	7	-2	0.98	-13	-3	-14	0
Cc1nc(S/C(=C/c2ccc(-c3cccc(Cl)c3)o2)C(=O)O)n[nH]1	-24	16	11	-17	0.84	-11	-2	-94	-3
COc1ccc(S(=O)(=O)NCc2cccnc2)cc1C	1	-10	9	-5	1.1	4	0	-3	-5
c1cc(C(c2nnnn2C2CCCCC2)N2CCN3CCCC3C2)ccn1 (stereo not given)	9	1	-12	2	0.99	7	-1	-13	0
CCOc1ccc(CCNC(=O)COC(=O)c2ccc3c(c2)OCCO3)cc1OCC	4	5	23	-3	0.95	-2	5	-2	-6
Cc1csc(=O)n1CC(=O)Nc1ccc(S(C)(=O)=O)cc1	-3	1	5	4	0.99	-12	0	-18	3
CNCc1cc2ccc(C)cc2[nH]c1=O	-6	-7	19	-1	1.1	10	0	-6	-5
COc1cccc2cc(C(C)=O)oc12	-13	-3	3	-4	1	26	-2	-30	-5
CC(C)CCOP(=O)(c1ccc(N(C)C)cc1)C(O)c1ccc(C(C)C)cc1 (stereo not given)	40	1	-84	-3	0.99	30	-6	14	-4
CCCCN(C)CCCNC(=O)c1ccc(N2CCCC2=O)cc1	10	-3	-9	-3	1	-8	1	5	-6
Cc1cc(NS(=O)(=O)c2ccc(NC(=O)c3cc4cc(Br)ccc4oc3=O)cc2)no1	-2	-2	7	4	1	-14	0	11	0
COC(=O)c1cc(OC)c(OC)cc1NC(=O)c1cccc(C)c1	0	4	-5	1	0.96	33	1	-15	-1
COc1ccccc1NC(=O)CSc1nc2nc(C)cc(C)c2c(=O)[nH]1	4	-3	7	-2	1	15	0	-4	-3
COc1cc(C2C=C(Nc3ccccc3)C(=O)N2c2ccccc2)ccc1O (stereo not given)	19	-1	27	0	1	42*	0	13	-1
CC(C)(C)N(Cc1ccccc1)C(=O)COC(=O)c1cccc([N+](=O)[O-])c1	22	8	8	3	0.92	35	0	5	-5
O=C(/C=C/c1ccccc1)NC(NC(=S)Nc1cc(Cl)ccc1Cl)C(Cl)(Cl)Cl (stereo not given)	5	13	10	-4	0.87	20	-5	5	11
Cc1ccc(NC(=O)COC(=O)Cn2ccc(C(F)(F)F)n2)cc1Cl	11	9	18	1	0.91	9	-1	-6	-3
COc1cccc(CNC(=O)CCC2CCCN(C(=O)c3ccoc3C)C2)c1 (stereo not given)	10	3	10	3	0.97	5	12*	10	-6
CC(C)CCn1c(O)c(N=NC(=O)c2ccco2)c2ccccc21	26	12	21	5	0.88	26	0	7	-1
COc1cc(OC)cc(C(=O)N[C@H](C(=O)OCc2cc(=O)oc3cc(C)ccc23)C(C)C)c1	16	6	14	1	0.94	5	0	1	-4
Cn1c(=O)c2c(ncn2Cc2nnc(N)s2)n(C)c1=O	-4	-2	18	-4	1	-4	0	-7	-6
CC(=O)NC(=S)Nc1ccc(NC(=O)c2cccnc2Cl)cc1	29	-2	10	-5	1	19	-1	9	-7
COc1cccc(CNC(=O)COC(=O)C2CCN(c3ccc(C(F)(F)F)cn3)CC2)c1	10	1	1	7	0.99	22	-1	4	1
CCC(=O)c1ccccc1OCCN1CCN(CC)CC1	12	-2	26	-2	1	2	-3	4	-11
CCN(Cc1cc(OC)c(OC)c(OC)c1)C(=S)Nc1cccc(SC)c1	9	2	18	-1	0.98	6	1	-15	-6
CC1CCCC(C)N1C(=O)Cc1ccccc1 (stereo not given)	16	3	28	-2	0.97	23	-2	14	-6
Cc1cc(OCC(O)CN2CCN(CCO)CC2)ccc1C(C)C (stereo not given)	-8	-8	12	-2	1.1	-7	1	-19	-3
CCCc1[nH]n(-c2ccc([N+](=O)[O-])cc2)c(=O)c1C=NCCc1c[nH]c2ccccc12	10	12	2	-4	0.88	15	0	-3	-8
CCC(O)C1CCN(Cc2cn(Cc3ccccc3)nc2-c2cc3ccccc3o2)CC1 (stereo not given)	14	0	9	-1	1	22	-6	8	-1

Further entries follow:
Structure	TIM10 inh	mIAP inh	NLRP3 yeast inh	APOBEC3A inh	mIAP act	tim10-1 inh	MIN6 prolif	hIAP inh	APOBEC3G inh
COc1ccccc1C(=O)Nc1cc(Cl)ccc1O	0	0	44	-2	1	8	-1	3	-8
COc1ccc(CNC(=O)CCS(=O)(=O)c2ccc3c(c2)NC(=O)C(C)S3)cc1 (stereo not given)	-6	3	5	3	0.97	9	0	-2	0
O=[N+]([O-])c1ccccc1N(CC1CO1)S(=O)(=O)c1ccccc1 (stereo not given)	9	10	3	-5	0.9	6	0	14	-7
CC1(C)CC(C)(O)N(Cc2ccccc2)C(=S)N1 (stereo not given)	-5	-8	4	-4	1.1	-3	1	-12	-4
CC(CNC(=O)CCc1nnc2ccc(N3CCC4(CC3)OCCO4)nn12)c1ccccc1 (stereo not given)	15	1	-12	1	0.99	11	-4	3	-3
CC1(C)CC(=O)C2=C(C1)Nc1ccccc1NC2c1ccc([N+](=O)[O-])cc1 (stereo not given)	8	13	6	-2	0.87	16	-3	-29	3
Cc1nc(N2CCN(C)CC2)c2c3c(sc2n1)CCCC3	-1	1	7	4	0.99	4	-3	-32	-1
COc1ccccc1N1CCN(C(=O)CNC(=O)c2cn(-c3ccccc3OC)c(=O)c3ccccc23)CC1	2	-9	7	4	1.1	8	-3	-4	-4
CC1=C(C(=O)Nc2ccc(C(=O)NCCC(C)C)cc2)SCCO1	-1	7	0	-1	0.93	-18	0	2	-3
CCN1C(=O)C(CC(=O)Nc2ccc(OC)cc2)N(CCCN2CCN(c3ccc(F)cc3)CC2)C1=S (stereo not given)	3	14	-6	2	0.86	7	-6	-4	-2
COC(=O)CN1C(=S)N(c2ccc(F)cc2)C(=O)C1CC(=O)Nc1ccc(OC)cc1 (stereo not given)	1	8	5	-1	0.92	15	1	-2	1
CCN(CC)C(=O)Cn1cc(C(=O)C(=O)NCCc2c[nH]c3ccccc23)c2ccccc21	2	-2	13	-2	1	7	-3	-17	-2

3 structures from above, sorted by molecular weight, rising.
Structure	TIM10 inh	mIAP inh	NLRP3 yeast inh	APOBEC3A inh	mIAP act	tim10-1 inh	MIN6 prolif	hIAP inh	APOBEC3G inh
CC1(C)CC(C)(O)N(Cc2ccccc2)C(=S)N1 (stereo not given)	-5	-8	4	-4	1.1	-3	1	-12	-4
Cc1nc(N2CCN(C)CC2)c2c3c(sc2n1)CCCC3	-1	1	7	4	0.99	4	-3	-32	-1
CC1=C(C(=O)Nc2ccc(C(=O)NCCC(C)C)cc2)SCCO1	-1	7	0	-1	0.93	-18	0	2	-3

Going on with the list.
Structure	TIM10 inh	mIAP inh	NLRP3 yeast inh	APOBEC3A inh	mIAP act	tim10-1 inh	MIN6 prolif	hIAP inh	APOBEC3G inh
O=C(COc1ccccc1[N+](=O)[O-])Nc1ccc2oc(=O)ccc2c1	23	-2	21	6	1	-21	0	-26	16
CCOC(=O)c1c(CN2CCOCC2)n(-c2ccccc2)c2cc(Br)c(O)cc12	21	14	0	-3	0.86	17	-5	7	-8
COC(=O)CSc1nnc([C@H](CC(C)C)NC(=O)OC(C)(C)C)o1	-4	-7	6	-4	1.1	19	1	-21	-7
COc1ccc(CCn2c(C)cc(C(=O)CSc3nnnn3-c3ccccc3)c2C)cc1OC	15	4	3	-3	0.96	11	-2	-4	-3
